Assay outcomes: PubChem BioAssay, several laboratories
GRK2 aptamer HTS = compounds blocking aptamer binding on GRK2 – biochemical, human GRK2, bead flow cytometry, HTS, primary screen | Beta-adrenergic receptor kinase 1 (Homo sapiens), P25098 | FAM-aptamer displacement from GRK2 | inhibition of aptamer binding, % at 10 µM | 0.59% of 330,000 active;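 active means inhibition of aptamer binding above 40%, roughly 3 SD of noise, on plates passing a quality check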;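 further: median bead fluorescence of bound FAM aptamer so fluorescent compounds give negative values; no value below 0 was filed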
VLA-4 inh = inhibition in human VLA-4 binding assay, primary screen, VLA-4 allosteric modulator project, MLPCN library, flow cytometry, VLA-4 expressing cells; Integrin alpha-4 (Homo sapiens), P13612; inhibition, % (about 7 µM as worked out from the volumes in the protocol); AID 2557, 2010; ligand binding flow cytometry; 0.2% of 330,000 active; in the data active means inhibition above about 50%
Target sequence (P13612 whole entry, looked up): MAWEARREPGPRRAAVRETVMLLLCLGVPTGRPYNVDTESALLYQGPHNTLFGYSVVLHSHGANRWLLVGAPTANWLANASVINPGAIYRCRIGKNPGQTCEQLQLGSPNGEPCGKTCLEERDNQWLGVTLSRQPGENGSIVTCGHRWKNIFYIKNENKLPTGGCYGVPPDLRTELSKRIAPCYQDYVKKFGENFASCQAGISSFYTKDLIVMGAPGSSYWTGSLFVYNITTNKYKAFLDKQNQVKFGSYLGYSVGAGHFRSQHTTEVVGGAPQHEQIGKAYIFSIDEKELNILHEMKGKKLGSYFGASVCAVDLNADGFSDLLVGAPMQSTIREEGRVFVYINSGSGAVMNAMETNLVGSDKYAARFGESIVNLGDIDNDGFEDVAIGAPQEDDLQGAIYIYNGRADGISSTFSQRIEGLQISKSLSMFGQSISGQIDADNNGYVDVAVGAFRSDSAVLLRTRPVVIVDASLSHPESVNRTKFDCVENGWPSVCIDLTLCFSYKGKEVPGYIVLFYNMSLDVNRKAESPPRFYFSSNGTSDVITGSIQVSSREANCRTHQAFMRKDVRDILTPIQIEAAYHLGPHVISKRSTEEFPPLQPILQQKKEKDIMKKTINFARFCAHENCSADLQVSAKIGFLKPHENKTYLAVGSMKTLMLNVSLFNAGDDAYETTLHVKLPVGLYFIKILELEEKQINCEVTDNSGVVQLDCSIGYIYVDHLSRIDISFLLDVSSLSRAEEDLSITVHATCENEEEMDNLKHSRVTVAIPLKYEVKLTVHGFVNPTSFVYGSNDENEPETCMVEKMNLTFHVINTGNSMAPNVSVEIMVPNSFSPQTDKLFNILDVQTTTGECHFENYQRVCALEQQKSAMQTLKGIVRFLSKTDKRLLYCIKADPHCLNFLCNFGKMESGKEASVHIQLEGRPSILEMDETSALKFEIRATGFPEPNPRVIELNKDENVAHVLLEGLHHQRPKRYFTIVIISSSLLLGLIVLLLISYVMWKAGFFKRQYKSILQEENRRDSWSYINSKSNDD
AGP1 TOR yeast = modulators of AGP1-GFP expression in yeast TOR pathway, primary screen, cell-based, multiplex flow cytometry, S. cerevisiae, MLPCN library; 0.02% of 320,000 active; GFP response vs DMSO, % at 10 µM; 3 h; GFP as percent of DMSO wells; AID 2066, 2009;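 active means GFP response relative to DMSO above a set limit, near screen average plus 3 SD, cut at about 150% in these data; inconclusive means fewer than 70 cells counted for the yeast strain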;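 further: median GFP channel fluorescence of the gated AGP1 strain per well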
MEX-5 binding = MEX-5 zinc finger RNA-binding disruptors – biochemical, C. elegans, fluorescence polarization, MLPCN library, primary screen. Zinc finger protein mex-5 (Caenorhabditis elegans), Q9XUB2. MEX-5/FITC-TCR2 RNA binding; stronger effect = lower value. activity score (negative = inhibition of binding), % at 10 µM. 0.38% of 300,000 active. AID 1832, 2009;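 active means inhibition past about -25% in most replicates, and total fluorescence under double the plate's negative control median, limit read from the data; inconclusive means replicates evenly split on the limit, or fluorescence at least double controls; inactive means too little inhibition in most replicates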;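 further: 0% = DMSO and -100% = 5 µM competing unlabeled TCR2 RNA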
CIT2-GFP yeast = modulators of CIT2-GFP expression in yeast, primary screen, S. cerevisiae, GFP fusion, multiplex flow cytometry, MLPCN library; S. cerevisiae CIT2-GFP strain, 3 h; 100 means same as DMSO wells; GFP response vs DMSO, % at 10 µM; 0.065% of 320,000 active;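 active means GFP response relative to DMSO above a set limit, near the screen mean plus 3 SD, cut at about 150% in these data; inconclusive means Fewer than 70 cells measured for a yeast strain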;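 further: ratio of well median GFP fluorescence to mean of DMSO wells on the plate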
BCLXL inh = inhibitors of human Bcl-xL, primary screen, biochemical, fluorescence polarization, HTS; GST-Bcl-xL / FITC-Bim BH3 peptide fluorescence polarization; 0.7% of 320,000 active; Bcl-2-like protein 1 (Homo sapiens), Q07817; inhibition, % at 10.9 µM;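 active means inhibition above the mean of all tested compounds plus 3 SD, cutoff set per campaign, cut at about 30% in these data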;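 further: 0% = DMSO wells and 100% = unlabeled Bim-BH3 peptide competitor; inhibitors lower millipolarization by displacing the labeled peptide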
MCL1 BIM primary = inhibitors of MCL1 binding to BIM-BH3, primary screen, biochemical, fluorescence polarization | Induced myeloid leukemia cell differentiation protein Mcl-1 (Homo sapiens), Q07820 | GST-MCL1 / FITC-Bim-BH3 fluorescence polarization | inhibition, % at 10.9 µM | 0.68% of 320,000 active | AID 2057, 2009;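 active means inhibition above the mean inhibition of all tested compounds plus 3 SD, set per campaign, cut at about 40% in these data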;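 further: 0% = DMSO wells and 100% = unlabeled Bim-BH3 peptide control; higher means more loss of mP so more displacement of Bim peptide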
Fam108B inh = mouse Fam108B serine hydrolase inhibitors, primary screen, counter-screen for RBBP9 inhibitor project, biochemical, fluorescence polarization; inhibition, % at 9.51 µM; recombinant Fam108B, FP-Rh probe fluorescence polarization; 0.33% of 300,000 active; AID 1947, 2009;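 active means inhibition above the screen mean inhibition plus 3 SD, computed separately per campaign, cut at about 18% in these data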;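 further: inhibitors lower polarization as less probe binds the enzyme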
GLD-1 RNA inh = GLD-1/TGE RNA complex disruptors, primary screen, biochemical, fluorescence polarization. Female germline-specific tumor suppressor gld-1 (Caenorhabditis elegans), Q17339. purified GLD-1 + fluorescein TGE RNA. inhibition, % at 5.96 µM. 0.44% of 320,000 active. AID 2280, 2010;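 active means percent inhibition above a per-plate cutoff, the plate mean of test compounds plus 3 SD, cut at about 30% in these data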;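 further: 0% = DMSO wells with GLD-1 and probe and 100% = wells lacking GLD-1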
Starred values were filed as active, the others as inactive; ? = inconclusive; · = no result given.

SMILES	GRK2 aptamer HTS	VLA-4 inh	AGP1 TOR yeast	MEX-5 binding	CIT2-GFP yeast	BCLXL inh	MCL1 BIM primary	Fam108B inh	GLD-1 RNA inh
CCN(CC(=O)NCc1ccc(Cl)cc1)C(=O)CN1C(=O)NC(CC)(c2ccccc2)C1=O (stereo unspecified)	0	17	99	2.9	95	-1	-12	0	3
Cc1ccc(SCC(=O)NCC2CCCO2)cc1 (stereo unspecified)	1	1	94	-2.5	90	2	6	1	-1
CC(C)NC(=O)C1CCCN(c2nnc(-n3cccc3)s2)C1 (stereo unspecified)	0	4	103	-0.7	129	7	2	-2	-1
O=C(NCCS(=O)(=O)NCc1cccnc1)c1ccccc1	4	6	110	1.9	105	5	9	4	-2
CC(=O)CSc1nc2cc3c(cc2cc1C#N)OCCO3	60*	-4	76	-13	87	34*	42*	1	-14
CC1(c2ccc3ccccc3c2)NC(=O)N(CC(=O)N2CCN(S(=O)(=O)c3ccccc3F)CC2)C1=O (stereo unspecified)	0	-12	102	0.6	96	2	-13	-3	8
COc1ccc(-c2cc3c(=O)n(CC(=O)Nc4cccc(Cl)c4)ncn3n2)cc1	0	15	95	0.5	94	-2	-3	-11	2
O=C(NCCN1CCN(C(=O)Nc2ccccc2)CC1)Nc1ccccc1	1	3	103	0.7	97	112*	3	-1	8
Cc1ccc(S(=O)(=O)N2[C@@H](c3cccc(Cl)c3)C(C(=O)O)=CC[C@H]2c2cccs2)cc1	0	-1	84	·	103	7	6	-1	6
N#CCc1c(C#N)c(N)nc(Nc2ccccc2)c1C#N	3	8	108	0.0	97	2	-3	1	-5
Cc1ccccc1-c1cc2nc(C)c(Cl)c(=O)n2[nH]1	1	9	106	·	104	2	1	-2	-2
O=C(c1ccco1)N1CCN(S(=O)(=O)c2ccc(Oc3ccccc3)cc2)CC1	0	11	110	-1.4	91	1	3	-2	0
CN(c1cccc2cccnc12)S(=O)(=O)c1ccccc1	1	6	101	-2.8	101	0	-2	0	-9
CCc1cc2c(=O)n(-c3ccccc3)c(=S)[nH]c2s1	1	7	110	-4.2	111	14	2	3	1
Cc1cccc(N(C(=O)CCC(=O)Nc2cc(C)on2)C(C(=O)NC2CCCC2)c2ccncc2)c1 (stereo unspecified)	0	-2	91	-1.4	92	2	-6	-1	5
O=C(Cc1ccc(Cl)cc1)Nc1ncccn1	1	21	119	2.3	118	2	6	3	-4
COc1ccc(/C=N/n2c(C)nc3ccccc3c2=O)cc1OC	1	6	113	-0.3	109	3	6	0	6
CC(C)c1ccc(NC(=O)N2CCN(S(=O)(=O)c3ccccc3)CC2)cc1	4	0	103	-4.3	118	0	2	6	-8
CC(=O)Nc1cccc(OCc2ccc(F)cc2)c1	2	2	99	-0.9	85	1	3	-1	6
COc1ccc(-n2c(SCc3nnc(-c4ccccc4)o3)nnc2-c2ccccc2)cc1	0	6	97	·	92	-7	-6	2	0

Fetched one by one from above, 2 records:
SMILES	GRK2 aptamer HTS	VLA-4 inh	AGP1 TOR yeast	MEX-5 binding	CIT2-GFP yeast	BCLXL inh	MCL1 BIM primary	Fam108B inh	GLD-1 RNA inh
O=C(NCCN1CCN(C(=O)Nc2ccccc2)CC1)Nc1ccccc1	1	3	103	0.7	97	112*	3	-1	8
O=C(c1ccco1)N1CCN(S(=O)(=O)c2ccc(Oc3ccccc3)cc2)CC1	0	11	110	-1.4	91	1	3	-2	0

Next results:
SMILES	GRK2 aptamer HTS	VLA-4 inh	AGP1 TOR yeast	MEX-5 binding	CIT2-GFP yeast	BCLXL inh	MCL1 BIM primary	Fam108B inh	GLD-1 RNA inh
c1csc(-c2csc3ncnc(NCCCN4CCOCC4)c23)c1	0	4	104	2.5	105	3	5	-3	4
OCCN(Cc1ccccc1)Cc1ccc(F)c(F)c1	2	24	101	1.0	101	4	-2	2	4
CCN(CC)S(=O)(=O)c1cc([N+](=O)[O-])ccc1NNC(=O)Nc1ccc(Cl)c(Cl)c1	0	1	?	-1.3	?	-2	2	-30	0
NS(=O)(=O)c1ccc2ccccc2c1	0	-4	104	1.7	104	5	2	0	-4
Cc1csc(NC(=O)CSc2nnc(C)s2)n1	2	-4	91	-1.9	94	2	7	-3	-1
Cc1ccc(N2C(=O)N(CC(=O)Nc3ccc(C)c(C)c3[N+](=O)[O-])C(=O)C2C)cc1 (stereo unspecified)	2	-5	94	2.4	91	-3	-9	0	-7
COc1ccc(C2CC2/C(=N/OC(=O)c2cccs2)c2ccccc2)cc1 (stereo unspecified)	0	12	89	1.6	78	5	7	0	6
O=C(COC(=O)c1ccc(O)cc1)Nc1cc(C(F)(F)F)ccc1N1CCOCC1	1	-3	97	·	110	0	4	·	1
COc1ccc(C(=O)COc2ccccc2N2C(=O)C3C4C=CC(C4)C3C2=O)cc1 (stereo unspecified)	0	-3	99	0.5	105	7	3	0	-3
O=C(O)C1CCCCC1C(=O)Nc1ccc(OCc2ccccc2)cc1 (stereo unspecified)	0	-2	108	-2.0	114	4	-4	-5	4
COc1cccc(CNS(=O)(=O)c2cc3c(cc2Cl)NC(=O)CO3)c1	0	-34	102	-0.5	96	-5	-3	-3	3
O=C(NCc1cccs1)C1CCCN(S(=O)(=O)c2ccc3c(c2)OCO3)C1 (stereo unspecified)	1	12	92	0.7	95	6	1	2	-2
Cc1ccc(N2C(S)=C(C#N)C(=O)NC23CCCCC3)cc1	0	-4	105	-2.0	115	12	13	6	-4
CC1CN(C(=S)Nc2ccccc2)N(c2ccccc2)C1 (stereo unspecified)	0	13	95	1.8	97	3	7	-2	-2
COC(=O)CSc1nnc(CNc2ccc(F)cc2)o1	0	11	119	2.5	106	2	2	2	-6
COc1cccc(C(=O)NC(=S)Nc2ccc(N(C)C)cc2)c1	0	-21	88	-2.3	85	12	14	-1	5
Cc1cc(N/C=C/C(=O)c2ccc(Br)cc2)no1	77*	-2	102	2.4	104	-5	-4	-6	0
COc1ccc(N2CCN(Cc3nc4ccsc4c(=O)[nH]3)CC2)cc1	4	-2	105	·	99	2	-3	3	5
COc1cc(/C(C)=N/N2CCOCC2)cc(OC)c1OC	0	2	108	0.2	96	2	-2	-2	-6
Cc1n[nH]c(C)c1CS(=O)(=O)c1ccccc1	0	7	98	0.6	91	-4	-5	-2	10
CCSc1nnc(NC(=O)c2ccc(F)c(S(=O)(=O)N3CCOCC3)c2)s1	0	-2	93	·	100	2	10	·	1
C=CCSc1nc2c(cnn2-c2ccc(C)c(C)c2)c(=O)[nH]1	5	-14	97	-0.9	102	-5	-4	0	5
COC(=O)NC1c2ccccc2Oc2ccc(C)cc21 (stereo unspecified)	5	1	97	-0.6	97	4	4	0	8
COCCNc1nc(C)cc(-c2cc(C(=O)NC3CCCC3)on2)n1	3	-15	82	-2.0	88	-4	3	5	-6
Cc1ccc(-n2ncc3c2CC(C)(C)CC3NC(=O)c2ccc[n+]([O-])c2)cc1 (stereo unspecified)	0	14	107	-2.5	110	5	6	3	1
COc1cccc(NC(=O)c2c(F)cccc2F)c1	1	20	76	·	69	-2	-1	-1	-5
Cn1cnnc1SCC(=O)Nc1ccccc1	0	20	101	2.1	95	2	3	1	2
CCn1c(=O)c2cc(C(=O)N3CCN(C)CC3)sc2c2ccccc21	1	-3	103	-1.2	107	7	-2	5	1
CN(Cc1c(C(=O)N2CCCCCCC2)nc2ccc(Cl)cn12)C1CCOC1 (stereo unspecified)	0	16	103	2.4	115	·	·	·	·
CC(=O)Nc1c(C(=O)N2CCOCC2)sc2nc3c(cc12)COC(C)(C)C3	2	7	93	0.7	95	3	-1	-1	-4
CC(CN1CCOCC1)OC(=O)c1cccs1 (stereo unspecified)	1	-14	98	-2.1	99	6	-1	-1	2
Cc1cccc(C(=O)N[C@H](C(=O)NCc2cccs2)C(C)C)c1	1	20	96	·	91	·	·	·	2
COc1ccc(OC)c(NC(=O)C2C3CC4OC(=O)C2C4C3)c1 (stereo unspecified)	3	-10	109	-1.5	117	10	9	4	6
COC(=O)c1ccc(S(=O)(=O)NCc2ccc(OC)cc2)n1C	0	-283	106	-2.0	104	5	-2	3	1
Cc1ccc([C@@H]2CC=C(C(=O)O)[C@H](c3ccc(F)cc3)N2S(=O)(=O)c2ccc(C)cc2)cc1	0	-13	82	·	100	-3	6	-3	2
COc1ccc(N2CCN(CCNC(=O)c3c(C)cc(=O)oc3C)CC2)cc1	0	-4	·	-0.5	87	-1	-1	-2	11
Cc1c(/C=N\NC(=O)c2cc3ccccc3o2)c2ccccc2n1C	0	0	98	-3.3	104	5	-3	15	4
O=C(CCc1c[nH]c2ccccc12)N1CCN(S(=O)(=O)c2ccccc2)CC1	0	-2	111	0.7	108	-7	-12	3	-4
CCCOC(=O)c1ccc(-c2ccc(C=O)o2)cc1	5	6	92	-1.8	85	-1	8	2	6

Ordered by SMILES length (rising): ten of the compounds above
SMILES	GRK2 aptamer HTS	VLA-4 inh	AGP1 TOR yeast	MEX-5 binding	CIT2-GFP yeast	BCLXL inh	MCL1 BIM primary	Fam108B inh	GLD-1 RNA inh
Cn1cnnc1SCC(=O)Nc1ccccc1	0	20	101	2.1	95	2	3	1	2
CC(CN1CCOCC1)OC(=O)c1cccs1 (stereo unspecified)	1	-14	98	-2.1	99	6	-1	-1	2
COC(=O)NC1c2ccccc2Oc2ccc(C)cc21 (stereo unspecified)	5	1	97	-0.6	97	4	4	0	8
COC(=O)c1ccc(S(=O)(=O)NCc2ccc(OC)cc2)n1C	0	-283	106	-2.0	104	5	-2	3	1
COc1ccc(OC)c(NC(=O)C2C3CC4OC(=O)C2C4C3)c1 (stereo unspecified)	3	-10	109	-1.5	117	10	9	4	6
Cc1cccc(C(=O)N[C@H](C(=O)NCc2cccs2)C(C)C)c1	1	20	96	·	91	·	·	·	2
CN(Cc1c(C(=O)N2CCCCCCC2)nc2ccc(Cl)cn12)C1CCOC1 (stereo unspecified)	0	16	103	2.4	115	·	·	·	·
O=C(CCc1c[nH]c2ccccc12)N1CCN(S(=O)(=O)c2ccccc2)CC1	0	-2	111	0.7	108	-7	-12	3	-4
Cc1ccc(-n2ncc3c2CC(C)(C)CC3NC(=O)c2ccc[n+]([O-])c2)cc1 (stereo unspecified)	0	14	107	-2.5	110	5	6	3	1
Cc1ccc([C@@H]2CC=C(C(=O)O)[C@H](c3ccc(F)cc3)N2S(=O)(=O)c2ccc(C)cc2)cc1	0	-13	82	·	100	-3	6	-3	2
